STAT1 blocker: STAT1 signaling inhibitors, primary screen, cell-based, HTS, luciferase reporter; NIH 3T3 STAT1-luciferase reporter, IFN-gamma, luminescence; inhibition, % at 5.5 µM; 0.35% of 200,000 active;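 active = inhibition above a set limit, the mean inhibition across all tested compounds plus 3 SD, cut at about 34% in these data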;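 note: 0% = IFN-gamma with DMSO and 100% = IFN-gamma with 300 µM nifuroxazide; values of inactives mirror those of a sister screen read the other way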
APP 5'UTR act: activators of APP 5'UTR luciferase reporter, primary screen, SH-SY5Y cells. 1% of 190,000 active. SH-SY5Y APP 5'UTR luciferase reporter, luminescence; zero percent = DMSO vehicle wells. activation, % at 2 µM;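 active = activation above a set limit, based on mean plus 3 SD of controls, cut at about 140% in these data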; note: values of inactives mirror those of a sister screen read the other way
STAT3 inh: IL-6 driven STAT3 reporter inhibitors, primary screen, U3A cells, luciferase, luminescence, MLSCN library. IL-6 STAT3-luciferase reporter; host cell line lacks STAT1. inhibition, % at 5.5 µM. 0.89% of 190,000 active;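 active = inhibition above the mean inhibition across all screened compounds plus 3 SD, cut at about 44% in these data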;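 note: 0% = DMSO only wells and 100% = 100 µM nifuroxazide control wells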
NF-kB neuron act: activators of NF-kB expression in neurons, primary screen, cell-based, HTS | human neuronal cells, NF-kB reporter expression; hits give high values | AID 1239, 2008 | 1.6% of 190,000 active | fold change at 12.5 µM; in the data active = fold change above about 3.3
APP transl inh: inhibitors of APP translation via 5'UTR reporter, primary screen, APP 5'UTR luciferase, SH-SY5Y cells | SH-SY5Y APP 5'UTR-luciferase reporter, luminescence | inhibition, % at 2 µM | 0.82% of 190,000 active;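 active = inhibition above a set limit, derived from the sample mean plus 3 SD, cut at about 45% in these data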; note: values of inactives mirror those of a sister screen read the other way
FLuc act counter: FLuc activators, initial screening, artefact control for FLuc-dependent activation tests, biochemical, ATPlite luminescence; Luciferin 4-monooxygenase (Photinus pyralis), P08659; ATPlite luciferase biochemical, 10 min; 0 = ATP-free wells, 1 = DMSO control; activation factor at 10 µM; 200,000 tested, under 10 active;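 active = luciferase activation factor, scaled between plate controls, of at least 2 with compound at 10 µM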
Target sequence (P08659 whole entry, looked up): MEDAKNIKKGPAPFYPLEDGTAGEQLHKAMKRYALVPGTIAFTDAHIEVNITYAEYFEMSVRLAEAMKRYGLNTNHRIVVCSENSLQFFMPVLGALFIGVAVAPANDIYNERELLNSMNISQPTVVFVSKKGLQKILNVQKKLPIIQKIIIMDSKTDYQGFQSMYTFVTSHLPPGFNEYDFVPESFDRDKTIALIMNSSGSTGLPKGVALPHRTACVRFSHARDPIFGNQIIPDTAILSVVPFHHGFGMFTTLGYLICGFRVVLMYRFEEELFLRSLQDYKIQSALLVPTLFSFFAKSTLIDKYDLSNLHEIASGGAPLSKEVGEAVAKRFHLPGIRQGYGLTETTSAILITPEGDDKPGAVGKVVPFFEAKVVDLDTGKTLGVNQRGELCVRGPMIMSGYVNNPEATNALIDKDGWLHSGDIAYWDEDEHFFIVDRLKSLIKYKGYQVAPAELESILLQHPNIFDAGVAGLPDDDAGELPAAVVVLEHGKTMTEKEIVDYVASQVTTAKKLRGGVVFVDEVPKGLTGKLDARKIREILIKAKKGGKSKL
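Assay system: Luciferase/luciferin detection reagent, cell-free biochemical luciferase assay / Read-out: luciferase activation / Benchmarks: No-ATP low control, compound-free enzyme-plus-ATP high control / Medium: PBS buffer for ATP / Detection: luminescence measurement of luciferase light output / Schedule: 10 min at ambient temperature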
STAT1 activator: STAT1 signaling activators, primary screen, cell-based, HTS, luciferase reporter. NIH 3T3 STAT1-luciferase reporter, IFN-gamma, luminescence; 100% = IFN-gamma alone, no compound. activation (% of control), % at 5.5 µM. 2.6% of 200,000 active. AID 932, 2007;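 active = activation above the screen-wide mean activation plus 3 SD, cut at about 130% in these data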;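 note: raw ratio to IFN-gamma control signal so 100% means no change and 0% no light; values of inactives mirror those of a sister screen read the other way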
STAT3 act: IL-6 driven STAT3 reporter potentiators, primary screen, U3A cells, luciferase, luminescence, MLSCN library. IL-6 STAT3-luciferase reporter; 100% = signal with IL-6 EC80 alone. activation (% of control), % at 5.6 µM. 0.91% of 190,000 active. AID 871, 2007;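 active = activation above the screen-wide mean of compound activation plus 3 SD, cut at about 130% in these data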;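 note: 0% = background luminescence of wells with medium and substrate only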
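Assay system – human STAT1-deficient U3A cells with stable STAT3-luciferase reporter · Also added – IL-6 (33 ng/mL) · Schedule – compound 1 h, then IL-6 6 h at 37 °C · Technique – reporter luminescence signal · Evaluation – % activation versus median of IL-6-stimulated wells · Benchmarks – IL-6-only wells as 100% reference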
FLuc inhib CS: firefly luciferase enzyme inhibitors, primary screen, artefact control for luciferase-based inhibitor screens, biochemical, luminescence, ATPLite; AID 1006, 2008; 10 min; inhibition, % at 10 µM; 1.5% of 200,000 active;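 active = inhibition above about 50% when tested at 10 µM, limit read from the data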
ROMK primary: ROMK potassium channel modulators, primary screen, cell-based, thallium flux, MLSMR library; Tet-inducible ROMK, thallium flux fluorescence; actives lie on both sides; ATP-sensitive inward rectifier potassium channel 1 (Homo sapiens), P48048; 2% of 130,000 active; B-score at 10 µM; AID 1918, 2009;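 active = signal ratio slope over the read window, or its plate-corrected B-score, at least 3 SD from the plate mean, either direction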;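 note: B-score of the F/F0 ratio slope over 7 to 12 s after thallium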
Target sequence (P48048 whole entry, looked up): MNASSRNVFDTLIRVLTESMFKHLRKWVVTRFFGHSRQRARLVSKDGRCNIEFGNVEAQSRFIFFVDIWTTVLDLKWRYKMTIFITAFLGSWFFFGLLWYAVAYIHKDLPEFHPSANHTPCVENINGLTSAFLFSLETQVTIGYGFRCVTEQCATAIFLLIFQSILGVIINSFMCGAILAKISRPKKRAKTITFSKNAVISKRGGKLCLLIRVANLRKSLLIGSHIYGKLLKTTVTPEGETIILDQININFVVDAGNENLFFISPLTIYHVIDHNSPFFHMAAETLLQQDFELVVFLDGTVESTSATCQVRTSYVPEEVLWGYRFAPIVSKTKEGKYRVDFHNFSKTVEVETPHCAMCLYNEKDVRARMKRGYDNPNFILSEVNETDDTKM
* hit, by the source's call.

Results for COc1ccc(Cl)cc1NC(=O)NCc1ccco1 ?
STAT1 blocker: 13; APP 5'UTR act: 3; STAT3 inh: 24; NF-kB neuron act: 0.94; APP transl inh: -3; FLuc act counter: 1; STAT1 activator: 88; STAT3 act: 87; FLuc inhib CS: -2; ROMK primary: -0.81

Results for O=C(Nc1cccnc1)c1sc(Nc2ccccc2)nc1-c1ccccc1 ?
STAT1 blocker: -4; APP 5'UTR act: -14; STAT3 inh: 3; NF-kB neuron act: 1; APP transl inh: 14; FLuc act counter: 1.1; STAT1 activator: 104; STAT3 act: 95; FLuc inhib CS: -5; ROMK primary: 0.032

What do the screens show for `CCC(CC)c1nnc(NC(=O)c2ccc3ccccc3n2)s1`?
STAT1 blocker: -57; APP 5'UTR act: 95; STAT3 inh: -60; NF-kB neuron act: 4.9*; APP transl inh: -96; FLuc act counter: 0.9; STAT1 activator: 152*; STAT3 act: 152*; FLuc inhib CS: 14

Results for COc1c(Cl)cc(C(=O)Nc2ccccc2C(=O)O)cc1Cl ?
STAT1 blocker: 1; APP 5'UTR act: 21; STAT3 inh: -5; NF-kB neuron act: 2.6; APP transl inh: -21; FLuc act counter: 0.8; STAT1 activator: 99; STAT3 act: 104; FLuc inhib CS: 18

How did O=C(NC1(C(F)(F)F)NC(=O)N(Cc2ccccc2)C1=O)c1cccnc1 (stereo unspecified) do in these assays?
STAT1 blocker: -1; APP 5'UTR act: 22; STAT3 inh: -8; NF-kB neuron act: 1.1; APP transl inh: -22; FLuc act counter: 1.1; STAT1 activator: 101; STAT3 act: 112; FLuc inhib CS: -5; ROMK primary: 0.11

Results for COc1ccccc1CN(C)CC(=O)Nc1ccccc1-c1ccccc1 ?
STAT1 blocker: 6; APP 5'UTR act: 14; STAT3 inh: -1; NF-kB neuron act: 1; APP transl inh: -14; FLuc act counter: 1.1; STAT1 activator: 92; STAT3 act: 109; FLuc inhib CS: -7; ROMK primary: 0.86

Results for Cc1ccc(CSc2nc3ccncc3n2CC(=O)Nc2cc(C)cc(C)c2)cc1 ?
STAT1 blocker: 2; APP 5'UTR act: 49; STAT3 inh: -4; NF-kB neuron act: 1.3; APP transl inh: -49; FLuc act counter: 0.5; STAT1 activator: 98; STAT3 act: 104; FLuc inhib CS: 50*; ROMK primary: 0.4

What do the screens show for `Cc1ccc2nc(-c3ccc(N4C(=N)SC5CS(=O)(=O)CC54)cc3)sc2c1` (stereo unspecified)?
STAT1 blocker: -33; APP 5'UTR act: 71; STAT3 inh: -4; NF-kB neuron act: 1.2; APP transl inh: -71; FLuc act counter: 0.8; STAT1 activator: 130*; STAT3 act: 103; FLuc inhib CS: 16

Results for Cc1ccc(/C=N/NC(=O)c2sccc2OCc2ccc(F)cc2)cc1 ?
STAT1 blocker: -5; APP 5'UTR act: -21; STAT3 inh: 13; NF-kB neuron act: 1.9; APP transl inh: 21; FLuc act counter: 0.5; STAT1 activator: 104; STAT3 act: 94; FLuc inhib CS: 47

Results for CCc1ccc(C2CC(=O)NC(SCC(=O)OC(C)C)=C2C#N)cc1 (stereo unspecified) ?
STAT1 blocker: 2; APP 5'UTR act: 2; STAT3 inh: 5; NF-kB neuron act: 0.99; APP transl inh: -2; FLuc act counter: 1; STAT1 activator: 98; STAT3 act: 104; FLuc inhib CS: -2

What do the screens show for `COc1cc(NC(=O)c2ccccc2Cl)ccc1NC(=O)c1ccco1`?
STAT1 blocker: -51; APP 5'UTR act: 93; STAT3 inh: 21; NF-kB neuron act: 3.1; APP transl inh: -93; FLuc act counter: 0.8; STAT1 activator: 146*; STAT3 act: 85; FLuc inhib CS: 16

What do the screens show for `COc1ccccc1NC(=S)NC(NC(=O)CC(C)C)C(Cl)(Cl)Cl` (stereo unspecified)?
STAT1 blocker: 1; APP 5'UTR act: -16; STAT3 inh: 8; NF-kB neuron act: 0.95; APP transl inh: 16; FLuc act counter: 1; STAT1 activator: 97; STAT3 act: 97; FLuc inhib CS: 0; ROMK primary: -0.93

Results for CCCCc1cc2c(c(NC(C)=O)n1)c(=O)oc1ccccc12 ?
STAT1 blocker: -12; APP 5'UTR act: 8; STAT3 inh: -24; NF-kB neuron act: 1.1; APP transl inh: -8; FLuc act counter: 1.1; STAT1 activator: 110; STAT3 act: 125; FLuc inhib CS: -6

Results for COc1ccc(S(=O)(=O)NN=C2CCCCC2)cc1 ?
STAT1 blocker: -1; APP 5'UTR act: 1; STAT3 inh: 2; NF-kB neuron act: 1.1; APP transl inh: 0; FLuc act counter: 1; STAT1 activator: 101; STAT3 act: 107; FLuc inhib CS: -5

Results for O=C(COc1ccccc1)NC(=S)Nc1cccc(NC(=O)c2ccccc2Cl)c1 ?
STAT1 blocker: -13; APP 5'UTR act: 0; STAT3 inh: -4; NF-kB neuron act: 0.88; APP transl inh: 0; FLuc act counter: 1; STAT1 activator: 112; STAT3 act: 100; FLuc inhib CS: -2

What do the screens show for `CC1CCCCN1S(=O)(=O)c1ccc(S(=O)(=O)NCCc2ccncc2)cc1` (stereo unspecified)?
STAT1 blocker: 11; APP 5'UTR act: 15; STAT3 inh: 10; NF-kB neuron act: 0.76; APP transl inh: -15; FLuc act counter: 1; STAT1 activator: 91; STAT3 act: 94; FLuc inhib CS: 0; ROMK primary: -1.3

How did COc1cccc(NC(=S)N2CCn3cccc3C2c2cccnc2)c1 (stereo unspecified) do in these assays?
STAT1 blocker: 17; APP 5'UTR act: 9; STAT3 inh: 1; NF-kB neuron act: 1.5; APP transl inh: -9; FLuc act counter: 1; STAT1 activator: 83; STAT3 act: 100; FLuc inhib CS: 3; ROMK primary: 0.3

How did O=C(CSc1nnc(-c2n[nH]c3ccccc23)n1-c1ccccc1)Nc1cccc(Cl)c1 do in these assays?
STAT1 blocker: -2; APP 5'UTR act: -6; STAT3 inh: -2; NF-kB neuron act: 1; APP transl inh: 6; FLuc act counter: 1.1; STAT1 activator: 101; STAT3 act: 102; FLuc inhib CS: -5; ROMK primary: -0.17

Results for COc1ccc(N2C(=O)/C(=C/c3cccnc3)NC2=S)cc1 ?
STAT1 blocker: 5; APP 5'UTR act: 13; STAT3 inh: 4; NF-kB neuron act: 1; APP transl inh: -13; FLuc act counter: 1.1; STAT1 activator: 95; STAT3 act: 99; FLuc inhib CS: -8

What do the screens show for `CN(c1cccc(NC(=O)CN(c2cccc(Cl)c2)S(=O)(=O)c2ccccc2)c1)S(C)(=O)=O`?
STAT1 blocker: 11; APP 5'UTR act: -2; STAT3 inh: 12; NF-kB neuron act: 0.71; APP transl inh: 2; FLuc act counter: 1; STAT1 activator: 90; STAT3 act: 87; FLuc inhib CS: 0

Overlap with the part before: two entries, followed by the next part.
Results for COc1ccc(N2C(=O)/C(=C/c3cccnc3)NC2=S)cc1 ?
STAT1 blocker: 5; APP 5'UTR act: 13; STAT3 inh: 4; NF-kB neuron act: 1; APP transl inh: -13; FLuc act counter: 1.1; STAT1 activator: 95; STAT3 act: 99; FLuc inhib CS: -8

What do the screens show for `CN(c1cccc(NC(=O)CN(c2cccc(Cl)c2)S(=O)(=O)c2ccccc2)c1)S(C)(=O)=O`?
STAT1 blocker: 11; APP 5'UTR act: -2; STAT3 inh: 12; NF-kB neuron act: 0.71; APP transl inh: 2; FLuc act counter: 1; STAT1 activator: 90; STAT3 act: 87; FLuc inhib CS: 0

What do the screens show for `O=C(NCCO)/C(=C/c1ccc2c(c1)OCO2)NC(=O)c1ccc(Br)cc1`?
STAT1 blocker: 10; APP 5'UTR act: 20; STAT3 inh: 2; NF-kB neuron act: 1.4; APP transl inh: -20; FLuc act counter: 1; STAT1 activator: 90; STAT3 act: 101; FLuc inhib CS: -4

How did N/C(Cc1cccs1)=N\OC(=O)COc1ccc(Br)cc1Cl do in these assays?
STAT1 blocker: -24; APP 5'UTR act: 30; STAT3 inh: -24; NF-kB neuron act: 2.1; APP transl inh: -30; FLuc act counter: 1; STAT1 activator: 122; STAT3 act: 126; FLuc inhib CS: 3

How did NS(=O)(=O)c1ccc(N=Nc2c(O)ccc3ccccc23)cc1 do in these assays?
STAT1 blocker: -35; APP 5'UTR act: -9; STAT3 inh: 38; NF-kB neuron act: 0.96; APP transl inh: 9; FLuc act counter: 1; STAT1 activator: 132*; STAT3 act: 70; FLuc inhib CS: -2; ROMK primary: 0.73

Results for Cc1ccc(C2CC(c3cccc(Cl)c3)n3nc(N)nc3N2)cc1 (stereo unspecified) ?
STAT1 blocker: -2; APP 5'UTR act: 0; STAT3 inh: 4; NF-kB neuron act: 0.97; APP transl inh: 0; FLuc act counter: 1.1; STAT1 activator: 100; STAT3 act: 96; FLuc inhib CS: -9

How did O=C(CN1CCCC1)Nc1ccccc1Sc1ccccc1 do in these assays?
STAT1 blocker: -4; APP 5'UTR act: 30; STAT3 inh: 4; NF-kB neuron act: 0.79; APP transl inh: -30; FLuc act counter: 1; STAT1 activator: 102; STAT3 act: 104; FLuc inhib CS: -1; ROMK primary: 0.46

Results for N#C/C(C(N)=O)=c1/ccc2c(c1)N1C3=C(CCCC3)CC3CCCCC31N=2 (stereo unspecified) ?
STAT1 blocker: 10; APP 5'UTR act: -5; STAT3 inh: 27; NF-kB neuron act: 0.28; APP transl inh: 5; FLuc act counter: 0.8; STAT1 activator: 91; STAT3 act: 79; FLuc inhib CS: 19; ROMK primary: 1.2

How did Cc1cc(C)c(C2C(C#N)=C(N)Oc3n[nH]c(C)c32)cc1CN1CCCC1 (stereo unspecified) do in these assays?
STAT1 blocker: 4; APP 5'UTR act: -6; STAT3 inh: 10; NF-kB neuron act: 1.1; APP transl inh: 6; FLuc act counter: 1.1; STAT1 activator: 96; STAT3 act: 95; FLuc inhib CS: -7

How did O=C(NNC(=O)c1cccs1)c1ccc2ccccc2c1 do in these assays?
STAT1 blocker: -15; APP 5'UTR act: 13; STAT3 inh: 4; NF-kB neuron act: 1.4; APP transl inh: -13; FLuc act counter: 0.9; STAT1 activator: 114; STAT3 act: 97; FLuc inhib CS: 12; ROMK primary: -0.13

What do the screens show for `CCn1c2ccccc2c2cc(NC(=O)COc3ccccc3OC)ccc21`?
STAT1 blocker: 1; APP 5'UTR act: -36; STAT3 inh: 16; NF-kB neuron act: 1.1; APP transl inh: 36; FLuc act counter: 1; STAT1 activator: 100; STAT3 act: 87; FLuc inhib CS: -4; ROMK primary: -0.16

Results for Nc1nc(NCc2c(F)cccc2Cl)nn1-c1ccccc1 ?
STAT1 blocker: -3; APP 5'UTR act: 6; STAT3 inh: -3; NF-kB neuron act: 1.4; APP transl inh: -6; FLuc act counter: 1.1; STAT1 activator: 103; STAT3 act: 103; FLuc inhib CS: -7

Not a hit list; 7.1% or so of the library scored in one or more.
